POLK inh: blocks human DNA polymerase kappa activity; actives 0.53% (n = 400,000); AID 588579; Potency, µM (titrated, usually from 107 µM), inactives show at the highest dose activity, negative = inhibition, usual class: inhibitors; purified Pol kappa, fluorescent DNA synthesis assay, 10 min; note: potency is the fitted concentration of half-maximal effect; % is set by controls: 0 for no effect and ±100 for the full control effect
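Kinetic fluorescence screen: compound preincubated 15 min RT with 10 nM enzyme; 50 nM substrate (final) initiates; reads at 0/10 min.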
Pol iota inh: inhibitors of human DNA polymerase iota. Potency, µM (doses to about 115 µM), for inactives: at the highest dose activity, negative = inhibition, hits mostly inhibitors. actives 1% (n = 390,000). Pol iota fluorescent replication assay, 10 min. AID 588590; note: potency is the fitted concentration of half-maximal effect
Target sequence (Q9UNA4 whole entry, looked up): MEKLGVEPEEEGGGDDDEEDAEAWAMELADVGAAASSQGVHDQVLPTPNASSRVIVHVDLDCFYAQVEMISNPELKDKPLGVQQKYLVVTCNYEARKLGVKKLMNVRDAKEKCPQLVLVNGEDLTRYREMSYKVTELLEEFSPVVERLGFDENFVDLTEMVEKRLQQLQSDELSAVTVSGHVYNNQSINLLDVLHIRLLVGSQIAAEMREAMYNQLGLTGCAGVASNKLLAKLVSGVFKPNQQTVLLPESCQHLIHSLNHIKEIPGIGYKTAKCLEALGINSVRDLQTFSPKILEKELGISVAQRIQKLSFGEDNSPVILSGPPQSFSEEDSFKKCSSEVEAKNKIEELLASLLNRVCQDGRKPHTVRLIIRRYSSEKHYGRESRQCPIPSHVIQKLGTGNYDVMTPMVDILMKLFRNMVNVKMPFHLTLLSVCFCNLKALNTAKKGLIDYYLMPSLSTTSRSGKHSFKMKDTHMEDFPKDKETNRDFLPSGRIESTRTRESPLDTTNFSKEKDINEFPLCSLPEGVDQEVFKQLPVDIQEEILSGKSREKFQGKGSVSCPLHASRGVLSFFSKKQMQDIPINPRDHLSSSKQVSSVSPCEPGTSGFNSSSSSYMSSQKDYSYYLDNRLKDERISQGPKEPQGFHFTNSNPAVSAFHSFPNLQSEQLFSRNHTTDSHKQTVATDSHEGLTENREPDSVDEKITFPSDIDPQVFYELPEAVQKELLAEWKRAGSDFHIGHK
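Fluorescent replication assay read twice, at 0 min and 10 min after adding 50 nM (final) substrate. Enzyme (10 nM) and compounds were first incubated 15 min at room temperature; enzyme-free buffer wells were negative controls.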
Pol eta inh: inhibitors of human DNA polymerase eta | recombinant Pol eta, fluorescent DNA replication assay | Q9Y253 | Potency, µM (series often up to 114 µM), for the others: at the highest dose activity change, negative = inhibition, most hits filed as inhibitors | actives 1.2% (n = 390,000); note: potency is the fitted concentration of half-maximal effect; % is set by controls: 0 for no effect and ±100 for the full control effect
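Fluorescent replication assay: 50 nM final substrate added after a 15 min room-temperature compound preincubation with 10 nM enzyme. Signal taken at 0 min and again at 10 min.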
APEX1 inh: inhibitors of human APE1 endonuclease. P27695. recombinant APE1, TAMRA/BHQ-2 abasic DNA cleavage fluorescence. Potency, µM (doses to about 65.8 µM), inactives show at the top dose activity change, negative = inhibition, usual class: inhibitors. actives 0.35% (n = 350,000). AID 2517;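 note: potency is the fitted concentration of half-maximal effect; plate controls were vehicle for no effect and reference inhibitor for full effect; nearly all actives have a fitted effect of over 55% in size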
Target sequence (P27695 whole entry, looked up): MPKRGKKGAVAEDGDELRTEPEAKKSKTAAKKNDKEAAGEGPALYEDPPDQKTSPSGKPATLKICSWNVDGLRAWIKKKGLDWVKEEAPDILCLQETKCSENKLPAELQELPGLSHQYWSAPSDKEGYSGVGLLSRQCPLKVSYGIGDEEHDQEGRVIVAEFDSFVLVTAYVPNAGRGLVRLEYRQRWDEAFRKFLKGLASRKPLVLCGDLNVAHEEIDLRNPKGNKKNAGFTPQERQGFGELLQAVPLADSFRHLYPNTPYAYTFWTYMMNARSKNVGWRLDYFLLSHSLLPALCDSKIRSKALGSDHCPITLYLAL
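Measures dequenching upon AP-site incision of a 5'-TAMRA/3'-BHQ-2 THF-containing duplex, 50 nM; human APE1 0.75 nM after 15 min room-temperature exposure to compound; kinetic three-point read at one-minute spacing.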
GRP78 ERSR act: inducers of ER stress response in human glioma cells; Potency, µM, for inactives: top-dose activation, most hits filed as activators; actives 0.02% (n = 420,000); U87-MG GRP78 promoter luciferase reporter, 16 h; AID 602332; note: potency is the fitted concentration of half-maximal effect; series mostly up to about 76 µM; % of control where 0% means no effect; nearly all actives have a fitted effect of over 35% in size
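Stably transfected U87-MG glioma cells carrying a GRP78-based luciferase sensor; 16 h compound incubation. Luminescence end-point read 10 min after Bright-Glo addition at room temperature.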
LDHA inh: inhibitors of human lactate dehydrogenase A; P00338; purified LDHA, NADH/diaphorase-resazurin fluorescence; active compounds read low; activity change, % (values are at about 110 or 230 µM); actives 0.15% (n = 480,000); AID 1347041; in the data active = activity change below about -30%; inconclusive = mostly about -25% to -30%;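 note: plate controls were DMSO wells for no effect and wells without enzyme for full effect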
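Remaining NADH was detected by diaphorase (0.133 mg/mL) converting 37 µM resazurin to fluorescent resorufin, read at 0 and 20 minutes. The preceding 5-minute room-temperature reaction used 2 nM LDHA, 0.2 mM sodium pyruvate and 0.06 mM NADH at pH 7.4.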
Apoferritin bind: binds horse apoferritin like a general anesthetic. apoferritin/1-aminoanthracene competitive binding, fluorescence. Potency, µM (titrated, usually from 77.5 µM), for inactives: at the highest dose activity change, negative = displacement, hits mostly inhibitors. P02791. AID 485281. actives 0.074% (n = 350,000); note: potency is the fitted concentration of half-maximal effect; % is set by controls: 0 for no effect and ±100 for the full control effect; nearly all actives have a fitted effect of over 20% in size
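Apoferritin-based anesthetic binding model; compound displacement of fluorescent 1-AMA measured as endpoint fluorescence after 10 minutes at room temperature, scaled to free-ligand and complex controls.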
BLM helicase inh: inhibitors of human Bloom syndrome helicase BLM. Potency, µM (series often up to 56.1 µM), for inactives: at the top dose activity change, negative = inhibition, actives largely listed as inhibitors. recombinant BLM DNA unwinding, fluorescence dequenching. P54132. actives 0.2% (n = 350,000);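 note: potency is the fitted concentration of half-maximal effect; plate controls were vehicle for no effect and no enzyme for full effect; nearly all actives have a fitted effect of over 35% in size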
POLB inh: DNA polymerase beta (human) inhibition | Potency, µM (doses to about 114 µM), without a hit: at the highest dose activity change, negative = inhibition, most hits filed as inhibitors | Pol beta primer extension/strand displacement, fluorescence kinetic | P06746 | actives 1.3% (n = 340,000); note: potency is the fitted concentration of half-maximal effect; % is set by controls: 0 for no effect and ±100 for the full control effect
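Preincubation: enzyme (10 nM) with compound, 15 min, RT. Reaction: substrate added to 50 nM final. Reads: 0 and 10 min. Analysis: normalized, Hill fit.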
Starred values were filed as active, the others as inactive; ? = inconclusive; / = no result given; & = joins results of further samples; [ ] = remark or other dose. Unless noted, calls come from the whole dose curve; as a rule, active = well fitted curve in the direction sought with a large enough effect; inconclusive = small, poorly fitted or top-dose-only effect, or another doubt; inactive = no such curve, though single readings can be large; an effect the other way counts as inactive or inconclusive. This is a subset (hit frequency here may not be typical).

SMILES	POLK inh	Pol iota inh	Pol eta inh	APEX1 inh	GRP78 ERSR act	LDHA inh	Apoferritin bind	BLM helicase inh	POLB inh
COCCNC(=O)c1ccccc1NC(=O)c1ccc(OC)c(OC)c1	-19%	183%[activator]	4%	20%	1%	-6	-7%	-3%	3%
O=C(OCC(=O)N(CCc1ccccc1)Cc1ccccc1)c1cc(S(=O)(=O)N2CCOCC2)ccc1F	-13%	30%[activator]	-8%	-3%	-5%	-2	/	/	/
CCCCn1c(SCC(=O)Nc2ccc(NC(C)=O)cc2)nc2ccccc2c1=O	-9%	7%	-5%	14%	-8%	-16	-1%	-9%	14%
CCC(=O)N1CCc2cc(CNC(=O)c3ccc(C#N)cc3)ccc21	6%[60.1 µM]	11%	-2%	/	-1%	-6	6%	3%	11%
C#CCOc1c(Cl)cc(/C=N/O)cc1OC	-16%	7%	-10%	?	-3%	-3	-14%	-2%	-1%
Cc1ccc2nc(SCC(=O)Nc3ccccc3N3CCOCC3)c(C#N)cc2c1	-21%	-4%	2%	-1%	-9%	-4	6%	0%	8%
COc1ccc(-c2cccc(NS(=O)(=O)c3cc([N+](=O)[O-])c(C)c([N+](=O)[O-])c3)c2)nn1	-11%	-2%	0%	17%	-4%	0	/	/	/
CSc1ccc(-c2c(C#N)c(N)nc3c2CCCC3)cc1	-3%	11%	-6%	0%	-5%	-2&3	-21%	-2%	40%
Nn1cnnc1N/N=C\c1ccc(-c2ccccc2[N+](=O)[O-])o1	-8%	2.8µM*	-7%	7%	5%	35	0%	0%	-19%
CS(=O)(=O)N1CCc2cc(C(=O)Nc3cccc([N+](=O)[O-])c3)ccc21	-6%	97%[activator]	-5%	34%	0%	-2	-11%	-13%	-12%
O=C(N/N=C/c1cc([N+](=O)[O-])ccc1O)C12CC3CC(CC(C3)C1)C2	-9%	1%	-6%	-4%	-1%	-7	-9%	-5%	-1%
CCOc1ccc(CN2CCC(C(=O)Nc3cccc(-c4ccn[nH]4)c3)CC2)cc1Cl	-8%	4%	-5%	27%	2%	-7	?	3%	-4%
Cc1oc(C(C)(C)C)cc1C(=O)N1CCN(c2ccc(C(F)(F)F)cn2)CC1	3%	16%	-20%	5%	-3%	2	-13%	-11%	3%
CC1=C(C(N)=O)C(c2ccccc2)n2nc(-c3cccs3)nc2N1 (configuration not stated)	0%	-23%	-7%	?	-3%	-4	0%	-1%	19%
O=C(COc1ccccc1F)Nc1ccccc1OCc1cc(=O)n2ccccc2n1	0%[60.1 µM]	5%	-12%	/	-2%	-5	3%	-10%	20%
CN(C)/N=C/C=C1\CC/C(=C\c2ccc(Br)cc2)C1=O	-8%	38%[activator]	-15%	-2%	3%	10	-9%	-4%	-14%
O=c1c2nnn(-c3cccc(F)c3)c2ncn1Cc1ccccn1	3%	17%	-3%	-2%	-2%	-7	-9%	-7%	-2%
Cc1cc(C)c2c(n1)nn1c(C)c(CCC(=O)NCc3ccccc3Cl)c(C)nc21	-10%	-22%	-10%	/	-3%	-4	-2%	0%	85%
Cc1cccc(-n2c3nc(=O)n(C)c(=O)c-3cc3ccc(Cl)cc32)c1C	-22%	-12%	-5%	/	1%	8	31%[activator]	0%	-10%
O=C(O)CCC(=O)NCc1ccc2[nH]c3c(c2c1)CCCC3	-15%	44%[activator]	8%	6%	-4%	8	81%[activator]	-11%	14%
CCOC(=O)c1c(NC(=O)CSc2ncccn2)sc2c1CCN(Cc1ccccc1)C2	2%	-15%	-23%	-1%	-4%	0	-13%	-7%	4%
COc1cc(CNc2ccc(N3CCN(C(C)=O)CC3)cc2)ccc1OCc1ccc(F)cc1	-13%	56%[activator]	-8%	-3%	-2%	15	?	-7%	21%
Cc1cc(C(=O)Nc2ccccn2)cs1	-3%	12%	-5%	10%	-6%	-10	-8%	1%	0%
O=C(COc1ncnc2ccccc12)N1CCN(S(=O)(=O)c2ccccc2)CC1	-3%	0%	-3%	-1%	-4%	-5	-15%	-1%	?
Cc1ncc(CN2CCCC(C(=O)Nc3ccc(-n4ccnc4C)cc3)C2)cn1 (configuration not stated)	8%	31%[activator]	2%	60%[activator]	2%	-1	-5%	-1%	0%
(further entries)
SMILES	POLK inh	Pol iota inh	Pol eta inh	APEX1 inh	GRP78 ERSR act	LDHA inh	Apoferritin bind	BLM helicase inh	POLB inh
CNC(=O)COC(=O)CCC(=O)c1ccc(Cl)cc1	1%	19%	-5%	-11%	-1%	-1	-6%	-2%	38%
Cc1c(C)c2cccnc2c2ncccc12	-23%	-27%	-4%	-28%	-8%	6	/	/	/
O=C(O)c1cccc(CSc2ncn[nH]2)c1	2%	0%	-3%	4%	1%	-3	-11%	-3%	-19%
CN(C)CCC=C1c2ccccc2C=Cc2ccccc21	2%[60.1 µM]	-16%	0%	2%	-4%&0%&-6%&-6%&-3%	3	-12%[29.3 µM]	15%	-8%[57.1 µM]
O=C(CCC1CCCN(Cc2ccc3c(c2)OCCO3)C1)NCc1ccccc1F (configuration not stated)	-2%	15%	-8%	-1%	-3%	-4	8%	0%	2%
O=C(N/N=C/c1cccs1)c1[nH]ncc1Br	5%	13%	-4%	2%	-4%	-1	1%	-1%	6%
Nc1c([N+](=O)[O-])c(=O)sc2ccccc12	7%	21%	-16%	1%	0%	-1	-10%	2%	4%
COc1ccc(OC)c(NC(=O)C2CCN(c3nc(C)cc(C)n3)CC2)c1	1%	3%	-16%	10%	-2%	5	-6%	0%	29%
CCN(CC(=O)Nc1ccc(NC(C)=O)cc1)C(=O)c1ccc(NC2CC2)c([N+](=O)[O-])c1	-2%	10%	-16%	60%[activator]	0%	-6	/	/	/
CCC(CCC(=O)Nc1cccc([N+](=O)[O-])c1)C(=O)O (configuration not stated)	-4%	34%[activator]	-24%	1%	0%	-5	-1%	-2%	2%
COCCn1cnc2c1c(=O)n(Cc1ccc(C#N)cc1)c(=O)n2Cc1ccccc1	2%	29%	-9%	-5%	-4%	1	-10%	1%	-22%
COc1ccc(NC(=O)c2ccccc2NC(=O)c2ccccc2)cc1	5%	-26%	-4%	9%	-3%	-4	40%[activator]	-1%	1%
CCOc1ccccc1-n1c(=O)c2ccccc2c2ccccc2c1=O	-17%	5%	-20%	-2%	0%	-2	-19%	-3%	1%
CC(C)NC(=S)NCc1cccs1	-12%	-6%	-3%	0%	-3%	-10	-1%	-3%	-1%
CCSc1nc(COC(=O)NC)c(COC(=O)NC)n1C	0%	-3%	-14%	/	-6%	-7	/	/	/
O=C(CCCCCNC(=O)c1ccccc1Cl)N/N=C/c1ccco1	-15%	?	-5%	-9%	-1%	-4	-6%	-8%	?
Cc1ccc(-c2nc3ccccc3n3c(C)nnc23)cc1	/	/	/	-4%	/	/	-10%	0%	?
CCCCOc1ccc(C(=O)NCc2nnnn2-c2ccc(C)c(C)c2)cc1	-13%[60.1 µM]	-2%	-17%	/	-2%	1	-4%	-5%	0%
O=C(NC1CCCCC1)c1ccc(CSc2nc3ccncc3n2Cc2ccc(F)cc2)cc1	-9%	3%	-4%	/	-1%	-2	-8%	-6%	2%
COc1ccc(CCNC(=O)c2cccc(-n3cnc4cccnc43)c2C)cc1OC	-10%	-8%	-9%	/	-2%	3	-5%	0%	14%
COCCn1c(=NC(=O)c2cc(-c3cccs3)nc3ccccc23)sc2cc(S(N)(=O)=O)ccc21	-5%	144%[activator]	-8%	-1%	-3%	-3	17%	-12%	-13%
CCOC(=O)C1=C(COC(=O)c2ccc(Br)o2)NC(=O)NC1C (configuration not stated)	-3%	-6%	?	53%[activator]	0%	0	-7%	-2%	5%
COC(=O)c1c(NC(C)=O)sc(C(=O)N2CCOCC2)c1C	1%	4%	-10%	10%	-2%	5	-2%	-1%	?
CCCNC(=O)CN1C(=O)COc2ccc(S(=O)(=O)N3CCCCCC3)cc21	-3%&-10%	5%&-1%	-2%&-10%	40%[activator]	-3%&-3%	-14&-12	-4%&-13%	3%&0%	0%&2%
CCOc1ccc(N2C(=O)Nc3ccccc3C2(O)C(=O)NCc2ccc(F)cc2)cc1 (configuration not stated)	2%	155%[activator]	-8%	16%	-3%	-11	1%	-1%	44%[activator]

Shown with values under each structure: entries from further up.
Order of results: POLK inh, Pol iota inh, Pol eta inh, APEX1 inh, GRP78 ERSR act, LDHA inh, Apoferritin bind, BLM helicase inh, POLB inh
O=C(CCC1CCCN(Cc2ccc3c(c2)OCCO3)C1)NCc1ccccc1F (configuration not stated)
  -2%, 15%, -8%, -1%, -3%, -4, 8%, 0%, 2%
O=C(N/N=C/c1cccs1)c1[nH]ncc1Br
  5%, 13%, -4%, 2%, -4%, -1, 1%, -1%, 6%
Nc1c([N+](=O)[O-])c(=O)sc2ccccc12
  7%, 21%, -16%, 1%, 0%, -1, -10%, 2%, 4%

The list continues.
SMILES	POLK inh	Pol iota inh	Pol eta inh	APEX1 inh	GRP78 ERSR act	LDHA inh	Apoferritin bind	BLM helicase inh	POLB inh
COc1ccc(CCNC(=O)COC(=O)/C=C/c2ccc3c(c2)OCO3)cc1	0%	9%	-16%	23%	3%	-7	/	/	/
Cc1ccc(NS(=O)(=O)c2c(C)[nH]c(C)c2C(=O)N2CCCCC2)cc1C	2%	13%	-22%	19%	-4%	-2	7%	0%	92%
CC1CN(S(=O)(=O)c2ccc(C(=O)Nc3ccc(S(=O)(=O)Nc4ncccn4)cc3)cc2)CC(C)O1 (configuration not stated)	-4%	8%	-8%	2%	-5%	-2	-4%	1%	24%
CC(=O)c1cc2c(cc1NC(=O)c1c(-c3ccccc3)noc1C)OCO2	-10%	-5%	-15%	-2%	-5%	4	-10%	-2%	38%
COc1cc(C=O)c(Cl)cc1OCC(N)=O	6%	18%	-23%	-1%	-3%	-3	-4%	-2%	2%
CS(=O)(=O)N(CC(=O)N1CCCCC1)c1cccc(F)c1	8%	43%[activator]	-16%	4%	-3%	-2	-4%	-15%	-2%
CCc1ccccc1NC(=O)C(NS(=O)(=O)c1ccc2c(c1)CCC(=O)N2)c1ccccc1 (configuration not stated)	0%	22%	-17%	/	-2%	0	-17%	-2%	34%[activator]

Records listed so far that bear a hit mark in Pol iota inh.
Compound,POLK inh,Pol iota inh,Pol eta inh,APEX1 inh,GRP78 ERSR act,LDHA inh,Apoferritin bind,BLM helicase inh
Nn1cnnc1N/N=C\c1ccc(-c2ccccc2[N+](=O)[O-])o1,-8%,2.8µM*,-7%,7%,5%,35,0%,0%
